Screening data (PubChem)
dFosB act = activators of delta FosB homodimer, primary screen, biochemical, fluorescence polarization, TAMRA-CDK5 oligo, single point; purified delta FosB; percent of positive-control signal above neutral wells; Protein FosB (Mus musculus), P13346; actives 0.99% (n = 340,000); activation, % at 25 µM;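 active = mean activation above about 17%, with every replicate also reaching it, limit read from the data, passing the limit was not always enough; inconclusive = only one of the two conditions met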;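 also: fluorescence polarization rise as delta FosB binds a TAMRA Cdk5 AP-1 oligo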
Target sequence (P13346 whole entry, looked up): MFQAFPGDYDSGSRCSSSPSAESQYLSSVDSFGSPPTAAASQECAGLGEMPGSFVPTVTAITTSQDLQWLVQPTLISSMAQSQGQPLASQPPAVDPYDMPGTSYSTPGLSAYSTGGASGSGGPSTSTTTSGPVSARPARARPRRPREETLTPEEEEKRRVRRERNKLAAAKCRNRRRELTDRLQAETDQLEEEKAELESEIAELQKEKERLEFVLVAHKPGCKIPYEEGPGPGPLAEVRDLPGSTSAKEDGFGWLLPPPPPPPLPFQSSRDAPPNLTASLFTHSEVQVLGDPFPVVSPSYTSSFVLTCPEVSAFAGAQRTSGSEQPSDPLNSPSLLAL
SR-BI DiI inh = inhibitors of SR-BI mediated HDL lipid uptake, primary screen, ldlA[mSR-BI] cells, fluorescence, single point | actives 0.96% (n = 320,000) | AID 488896, 2010 | inhibition, % at 12.5 µM | Scavenger receptor class B member 1 (Mus musculus), Q61009 | ldlA[mSR-BI] CHO cells, DiI-HDL uptake fluorescence, 3 h;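 active = mean replicate inhibition of at least 70% and a set share of replicates each scoring 70 or more; inconclusive = meets just one of the two criteria; inactive = fails both criteria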;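 also: 0% = median of neutral control wells and 100% = median of positive control wells; values of inactives mirror those of a sister screen read the other way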
Target sequence (Q61009 whole entry, looked up): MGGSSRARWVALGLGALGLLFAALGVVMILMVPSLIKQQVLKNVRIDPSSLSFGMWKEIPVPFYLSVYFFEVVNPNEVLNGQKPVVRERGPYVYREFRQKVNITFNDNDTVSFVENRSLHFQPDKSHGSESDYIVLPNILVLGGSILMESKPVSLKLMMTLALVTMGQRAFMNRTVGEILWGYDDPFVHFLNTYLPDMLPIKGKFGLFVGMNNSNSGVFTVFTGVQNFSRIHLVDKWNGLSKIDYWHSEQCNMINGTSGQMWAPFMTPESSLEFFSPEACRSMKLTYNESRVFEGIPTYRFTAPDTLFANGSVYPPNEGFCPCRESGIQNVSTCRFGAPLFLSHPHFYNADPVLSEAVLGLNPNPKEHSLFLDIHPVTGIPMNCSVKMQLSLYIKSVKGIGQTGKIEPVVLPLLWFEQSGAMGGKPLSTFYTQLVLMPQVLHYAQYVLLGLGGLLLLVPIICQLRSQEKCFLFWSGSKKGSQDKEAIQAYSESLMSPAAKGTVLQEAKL
CDK5 p35 inh = inhibitors of human CDK5/p35 kinase, primary screen, biochemical, single concentration; inhibition, % at 10 µM; Recombinant CDK5/p35, ADP-Glo luminescence, 60 min; actives 0.01% (n = 330,000); Cyclin-dependent kinase 5 (Homo sapiens) + Cyclin-dependent kinase 5 activator 1 (Homo …;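 active = highest replicate inhibition of at least 50% and at least 75% of replicates reaching 50%; inconclusive = only one of the two criteria met; inactive = both criteria failed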;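 also: plate controls were DMSO neutral control for no effect and GW8510 at 10 µM for full effect; many of its hits are not listed in these tables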
HTR5A ag ctr = HTR5A agonists in luminescence cell assay, primary screen, counter-screen for OPRM1-OPRD1 heterodimer agonist project, full-deck HTS | AID 504692, 2011 | cell-based | 5-hydroxytryptamine receptor 5A (Homo sapiens), P47898 | activation, % at 9.3 µM | actives 0.61% (n = 340,000); in the data active = activation mostly above about 9.5%, no sharp cut-off; inactive = mostly below about 7.6%;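 also: 0% = cells with vehicle only and 100% = reference agonist; strong numbers were not always called active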
SR-BI DiI-HDL act = activators of SR-BI mediated DiI-HDL uptake, primary screen, ldlA[mSR-BI] CHO cells, DiI fluorescence. actives 0.096% (n = 320,000). AID 504775, 2011. 3 h; 100 = double the neutral-control signal. activation, % at 12.5 µM;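 active = mean replicate activation of at least 60% and every replicate at or above 60%; inconclusive = mean or all-replicate condition met, but not both; inactive = mean below 60% and not all replicates reaching 60%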;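 also: 0% = median plate neutral-control signal and 100% = twice that signal; values of inactives mirror those of a sister screen read the other way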
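Assay system: LDL receptor-deficient CHO ldlA cells overexpressing murine SR-BI / Medium: BSA-supplemented, HEPES-buffered Ham's F12, pH 7.4 / Probe or stimulus: DiI-labelled HDL at 10 µg/mL final / Timing: compound with DiI-HDL co-incubation, 3 h at 37 °C / Technique: bottom-read cell fluorescence after medium removal, ex 550/em 595 nm / Measure: HDL uptake via cellular fluorescence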
RTF Ca sens act = cardiac RTF calcium sensitivity activators, primary screen, biochemical, IANBD-TnC fluorescence, EC20 calcium | Troponin I, cardiac muscle (Homo sapiens) + Troponin T, cardiac muscle (Homo sapiens) + … | IANBD-labeled TnC RTF fluorescence at EC20 calcium; 0% EC20 calcium, 100% full calcium | activation, % at 7.2 µM | actives 0.24% (n = 340,000);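 active = activation above the mean over all tested compounds plus 3 SD, cut at about 30% in these data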;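 also: rise in fluorescence read as greater calcium sensitivity of cardiac thin filaments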
PvdQ acylase = P. aeruginosa PvdQ acylase inhibitors, primary screen, biochemical, fluorescence, plate reader and imaging, single point | PvdQ acylase [Pseudomonas aeruginosa LESB58] | purified PvdQ acylase | inhibition, % at 10 µM | actives 0.063% (n = 340,000) | AID 488965, 2010; in the data active = inhibition above about 30%, passing the limit was not always enough; inconclusive = no clear call, values can overlap the other calls;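 also: 0% = vehicle neutral wells and 100% = reference inhibitor wells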
Wnt act = Wnt/beta-catenin pathway activators, primary screen, cell-based, plate reader, single point; actives 1.2% (n = 300,000); AID 743398, 2014; Wnt/beta-catenin reporter cell assay, activator; activation, % at 9.35 µM; in the data active = activation above about 30%, passing the limit was not always enough; inconclusive = no clear call, values can overlap the other calls;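 also: 0% = neutral control wells and 100% = positive control wells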
MITF act = activators of MITF-driven TRPM1 promoter reporter, primary screen, cell-based, SK-MEL-5, luciferase, single point; actives 0.75% (n = 300,000); activation, % at 12.5 µM; SK-MEL-5 TRPM1-promoter luciferase, 24 h; % of positive control, neutral wells = 0; AID 588334, 2011;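 active = mean activation of at least 80% with every replicate also reaching 80%; inconclusive = mean reaches 80% but some replicate falls short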;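 also: 0% = neutral control wells and 100% = parthenolide positive control wells; values of inactives mirror those of a sister screen read the other way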
Rtt109 Vps75 = inhibitors of C. albicans Rtt109/Vps75 HAT, primary screen, biochemical, ThioGlo CoA-SH fluorescence, plate reader | Histone acetyltransferase RTT109 (Candida albicans (strain SC5314 / ATCC MYA-2876)), … | purified Rtt109/Vps75, 4 h | inhibition, % at 34.9 µM | actives 0.16% (n = 330,000) | AID 540336, 2011;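 active = inhibition of at least 50% in every replicate; inconclusive = best replicate reaches 50% inhibition but some replicates fall short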
* marks the source's active call; other numbers are inactive results; ? = inconclusive; . = not tested or not shown.

Sequence of screens: CDK5 p35 inh | Rtt109 Vps75 | SR-BI DiI inh | PvdQ acylase | MITF act | dFosB act | HTR5A ag ctr | RTF Ca sens act | SR-BI DiI-HDL act | Wnt act
Cc1ccc(SCCC(=O)OCC(=O)Nc2ccc(S(N)(=O)=O)cc2)cc1
    0.7 | 12 | . | 5 | 6 | -6 | 0 | -6 | . | -3
O=C(O)C/C(=C\c1cccc(NC(=O)c2ccccc2Cl)c1)c1nc2ccccc2s1
    -0.5 | 4 | 4 | -11 | 7 | -6 | -3 | -3 | -4 | -6
Cc1cc(C)c2c(=O)n(-c3ccccc3)[nH]c2n1
    -2.4 | -7 | 1 | -5 | . | -6 | 4 | 15 | -1 | 14
Cc1ccc(CNC(=O)COC(=O)COc2ccc(C#N)cc2)cc1
    0.8 | -1 | 5 | 2 | 4 | -6 | 2 | -5 | -5 | -1
CC(=O)N1CCN(S(=O)(=O)c2cccc(C(=O)NC3CCC(C)CC3)c2)CC1 (stereo unspecified)
    0.6 | 6 | -3 | 5 | 0 | -2 | -3 | 2 | 3 | -1
O=C(c1ccc(Cl)cc1)c1c[nH]cc1-c1ccccc1
    -1.4 | -5 | 19 | -17 | . | 0 | 4 | 1 | -19 | 15
COc1ccc(CCN(C(=O)c2snc(C(N)=O)c2N)C(C)C(=O)NC2CCCCC2)cc1OC (stereo unspecified)
    3.2 | 7 | 23 | -22 | -3 | -4 | -2 | -1 | -23 | -1
CCOc1ccc(N(CC(=O)NCCSCc2ccco2)S(=O)(=O)c2ccc(C)cc2)cc1
    1.9 | -2 | 13 | -18 | -3 | -7 | -4 | 1 | -13 | 4
CC1CN(S(=O)(=O)c2cccc(C(=O)Nc3ccccc3N3CCOCC3)c2)CC(C)O1 (stereo unspecified)
    -1.1 | 0 | 15 | -8 | -4 | -11 | 0 | 3 | -15 | -3
C/C(CC(=O)Nc1ccc([N+](=O)[O-])cc1)=N/NC(=O)C1CC12CCC2 (stereo unspecified)
    -0.2 | -1 | 19 | -6 | -2 | -9 | -3 | 5 | -19 | -4
O=C(COc1ccc(/C=N/NC(=O)c2ccccc2)cc1)Nc1ccc([N+](=O)[O-])cc1
    -0.4 | -12 | 7 | -14 | . | -2 | 1 | 4 | -7 | .
O=C(COC(=O)c1ncc(Cl)c(Cl)c1Cl)Nc1ccccc1OC(F)F
    -0.3 | 15 | -21 | 10 | -19 | -1 | -1 | 1 | 21 | .
O=C(Nc1ccccc1N1CCOCC1)c1ccc(Br)o1
    -0.3 | -6 | 19 | 16 | . | -5 | -1 | 2 | -19 | .
COc1cc(C(=O)NCCc2cc3c(OC)ccc(OC)c3[nH]c2=O)cc(OC)c1OC
    -0.7 | -3 | -7 | -6 | 14 | -13 | 6 | 1 | 7 | -3
C#CC(=O)N(c1ccc(OC)cc1OC)C(C(=O)NC1CCCC1)c1cccs1 (stereo unspecified)
    -0.9 | ? | -10 | -2 | -101 | -10 | 43* | -1 | 10 | -10
CCC(=O)N(Cc1ccco1)c1nc(-c2ccccc2)cs1
    2.2 | 8 | 12 | 13 | . | 3 | 0 | -1 | -12 | .
Cc1cc(C)cc(C(=O)N2CCN(c3ccccn3)CC2)c1
    -1.8 | 9 | 6 | -15 | 3 | -8 | 2 | 11 | -6 | 5
CCOc1cc(CNCCSc2nnnn2C)cc(Br)c1OCc1ccccc1F
    -1.6 | 1 | 23 | -8 | -10 | -8 | -4 | 2 | -23 | .
O=C(c1ccc(-n2c(SCc3cccc(F)c3)nc3ccccc3c2=O)cc1)N1CCOCC1
    -0.3 | -5 | -13 | -13 | 2 | -20 | 8 | 3 | 13 | 6
O=C(CSc1nnc(-c2cccs2)o1)N1CCOCC1
    2.6 | 3 | -19 | -2 | 19 | 1 | 2 | -5 | 19 | .
CCS(=O)(=O)N1CCC(C(=O)NCc2ccccc2OC)CC1
    -0.7 | -4 | -17 | -1 | -1 | -2 | -1 | 3 | 17 | .
CCOC(=O)C1(Cc2cccc(F)c2)CCN(Cc2cn(CC)nc2C)CC1
    -1.6 | 9 | 3 | -11 | 8 | -5 | 2 | 0 | -3 | -1
COc1cccc(NC(=O)Cn2c(=O)n(-c3ccccc3)c(=O)c3oc4ccccc4c32)c1
    2.6 | 0 | -1 | 3 | 4 | 9 | -2 | 1 | 1 | 3
Cc1ccc(C)n1-c1ccc(C(=O)NCC2CCCO2)cc1 (stereo unspecified)
    1.1 | 16 | -3 | 8 | -2 | -3 | 7 | -5 | 3 | .
COC(=O)c1ccc(C(=O)OC)c(NC(=O)CN(C)Cc2cccc(Cl)c2Cl)c1
    -1.8 | -7 | 40 | -3 | -18 | -8 | 2 | 1 | -40 | -2
C/C=C/c1ccc(Oc2nnnn2-c2ccc(C(N)=O)cc2)c(OC)c1
    -1.7 | -7 | 10 | -1 | -28 | -7 | 5 | 2 | -10 | .
CCCc1ccc(OCc2ccc(C(=O)NCc3cccnc3)o2)c(OC)c1
    0.3 | . | 20 | -6 | 6 | -6 | 0 | 5 | -20 | 3
CCCCN1C(=O)C(=O)N(CC(=O)Nc2ccc(OC(F)(F)F)cc2)C1=O
    -2.7 | -3 | -16 | -9 | -8 | -5 | -1 | 5 | 16 | 0
COc1ccc(NC(=O)/C=C/c2ccc(OC(F)F)cc2)cn1
    -8.2 | 1 | 6 | -9 | 5 | -9 | 3 | -4 | -6 | -5
COc1ccc(CCNC(=O)C2CCN(Cc3nc(-c4cccc(Cl)c4)oc3C)CC2)cc1OC
    -1.2 | 10 | 44 | -13 | 7 | -7 | -2 | 1 | -44 | .
COc1ccccc1CN1CCc2c([nH]c3ccccc23)C1
    0.2 | -2 | 5 | -1 | . | -9 | 0 | 4 | -5 | 0
Cn1c(=O)n(CC(=O)N2CCOCC2)c2ccccc21
    0.6 | 1 | -9 | -7 | -2 | 4 | . | 11 | 9 | .
Cc1ccccc1Nc1nc(N)nc(COC(=O)[C@@H](NC(=O)c2ccccc2Cl)C(C)C)n1
    -0.1 | 6 | 39 | -12 | -6 | 1 | -7 | -6 | -39 | -5
O=S(=O)(NCC(c1cccnc1)N1CCN(c2ccc(F)cc2)CC1)c1cc(F)ccc1F (stereo unspecified)
    -3.1 | 10 | 7 | -14 | -2 | -8 | 7 | -2 | -7 | .
CN(Cc1nc(-c2ccccc2)no1)C1CCOCC1
    0.4 | 1 | . | -2 | 65 | -1 | -3 | -2 | . | 41*
Cc1ccc(C2=NS(=O)(=O)N(C)C(C(=O)N3CCCCC3)=C2)cc1
    -1.1 | -2 | 5 | -16 | 0 | 1 | 1 | 2 | -5 | 1
CCCNC(=O)c1ccccc1NC(=O)C1=CSCCO1
    -0.8 | 2 | 17 | -9 | -2 | 4 | -1 | 0 | -17 | -1
CC(=O)c1cc(C(=O)N2CCCC(C(=O)c3ccc(Cl)cc3)C2)cs1 (stereo unspecified)
    0.5 | 2 | 0 | -10 | -3 | -8 | 3 | -5 | 0 | 1
Cc1ccc(C(=O)CSc2nc3ccccc3c(=O)n2-c2ccccc2)s1
    -1.1 | -5 | -1 | 6 | 8 | 4 | -4 | 1 | 1 | 0
CC(=O)C(=Cc1ccc(O)cc1)C(C)=O
    -0.3 | 1 | 10 | -10 | 5 | 6 | 3 | 1 | -10 | 5
CC1C(=O)N2CCCc3cc(NC(=O)C(=O)NCCc4c[nH]c5ccccc45)cc1c32 (stereo unspecified)
    2.5 | 5 | 51 | -9 | -15 | -1 | 9 | -10 | -51 | -4
CC(C)(C)C(=O)NC(NC(=S)Nc1ccc(S(N)(=O)=O)cc1)C(Cl)(Cl)Cl (stereo unspecified)
    . | -5 | -29 | 15 | 7 | 5 | 4 | -5 | 29 | .
Nc1c(Cl)ncnc1N/N=C/c1ccc(O)cc1
    1.8 | 19 | . | 20 | 44 | -8 | 1 | -1 | . | 27
O=C(c1cc(-c2ccc(Cl)cc2)n[nH]1)N1CCN(C(=O)c2ccco2)CC1
    0.4 | -7 | 6 | -19 | -1 | -4 | 2 | 2 | -6 | 1
Cc1ccc(C(=O)C2Oc3ccccc3C3CC(c4ccc(C)cc4)=NN23)cc1 (stereo unspecified)
    1.4 | 1 | -6 | -14 | -13 | -11 | 6 | 4 | 6 | -1
NS(=O)(=O)c1ccc(CCN=Cc2ccccc2O)cc1
    -1.6 | 3 | -3 | -13 | 0 | -3 | -3 | -7 | 3 | .
Cc1ccc(Nc2nc(N)c([N+](=O)[O-])c(NCc3ccccc3)n2)cc1
    0.0 | 2 | 21 | -11 | . | 47* | . | . | -21 | -16
Cc1ccc(Cl)cc1N1CCN(C(=S)NCCc2ccccc2)CC1
    -0.1 | 0 | 28 | -7 | -11 | 0 | 2 | 2 | -28 | -2
CCC1CCc2c(sc3ncnc(N4CCOCC4)c23)C1 (stereo unspecified)
    2.5 | 9 | 35 | -12 | 12 | -12 | 0 | 2 | -35 | .
O=C1NC[C@@H](Cc2cccc3ccccc23)N(CCC23CC4CC(CC(C4)C2)C3)C1=O
    -0.3 | 3 | 3 | 10 | 3 | 7 | 8 | 4 | -3 | 0
CCc1nnc(NC(=O)c2ccc(OC)cc2)s1
    -3.2 | 2 | -28 | -20 | 61 | -1 | 0 | -3 | 28 | 17
CCOC(=O)C1(CCC(=O)OCc2ccccc2)CCCCC1=O (stereo unspecified)
    -0.1 | -4 | -13 | -7 | -2 | 4 | 5 | -5 | 13 | -3
Cc1ccc(CC(=O)OCC(=O)c2ccc[nH]2)cc1C
    2.1 | 13 | 5 | 7 | 23 | -7 | 5 | 0 | -5 | -4
Cc1cc(=O)oc2cc(OCC(=O)N3c4ccccc4NC(=O)C3(C)C)ccc12
    0.8 | -2 | 14 | -9 | 8 | -10 | 2 | 12 | -14 | -4
CCOC(=O)/C=C1\SCC(=O)N1CC(=O)Nc1ccccc1OC(F)F
    0.2 | -7 | -26 | -14 | . | -9 | 6 | 3 | 26 | -6
